DNMT1 inh – DNMT1 (human) enzyme inhibition. 360,000 compounds, 0.83% hits. DNMT1 molecular beacon, Hinp1I cleavage, fluorescence. AID 588458. inhibition (reported as % activation of signal), % at 10 µM. P26358; in the data active means inhibition above about 50%
STEP inh – STEP (human) phosphatase inhibition. P54829. recombinant STEP, OMFP fluorogenic substrate, fluorescence. inhibition, % at 20 µM. 360,000 compounds, 0.25% hits. AID 588621;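 active means inhibition at 20 µM, scaled per plate between control wells, above about 37%, limit read from the data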;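 further: 0% = DMSO with enzyme and substrate and 100% = substrate only without enzyme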
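Test system: STEP tyrosine phosphatase / Reagent: OMFP at 25 µM / Doses: 20 µM, 1% DMSO / Read-out: percent inhibition scaled to no-enzyme and uninhibited-enzyme controls, plate-pattern corrected / Detection: FITC-channel fluorescence of OMFP product / Medium: Bis-Tris buffer pH 6.0, 2.5 mM DTT, 0.005% Tween 20 / Schedule: 20 min at room temperature, dark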
NRP1-CendR mod – modulators of CendR peptide binding to human neuropilin-1. FAM-RPARPAR peptide binding to NRP-1, fluorescence polarization. inhibition, % at 25 µM. O14786. 360,000 compounds, 0.85% hits;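 active means inhibition or corrected inhibition above about 18%, plus a signal ratio from 0.5 to 1.5, limit read from the data, passing the limit was not always enough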; further: strong numbers were not always called active
Target sequence (O14786 whole entry, looked up): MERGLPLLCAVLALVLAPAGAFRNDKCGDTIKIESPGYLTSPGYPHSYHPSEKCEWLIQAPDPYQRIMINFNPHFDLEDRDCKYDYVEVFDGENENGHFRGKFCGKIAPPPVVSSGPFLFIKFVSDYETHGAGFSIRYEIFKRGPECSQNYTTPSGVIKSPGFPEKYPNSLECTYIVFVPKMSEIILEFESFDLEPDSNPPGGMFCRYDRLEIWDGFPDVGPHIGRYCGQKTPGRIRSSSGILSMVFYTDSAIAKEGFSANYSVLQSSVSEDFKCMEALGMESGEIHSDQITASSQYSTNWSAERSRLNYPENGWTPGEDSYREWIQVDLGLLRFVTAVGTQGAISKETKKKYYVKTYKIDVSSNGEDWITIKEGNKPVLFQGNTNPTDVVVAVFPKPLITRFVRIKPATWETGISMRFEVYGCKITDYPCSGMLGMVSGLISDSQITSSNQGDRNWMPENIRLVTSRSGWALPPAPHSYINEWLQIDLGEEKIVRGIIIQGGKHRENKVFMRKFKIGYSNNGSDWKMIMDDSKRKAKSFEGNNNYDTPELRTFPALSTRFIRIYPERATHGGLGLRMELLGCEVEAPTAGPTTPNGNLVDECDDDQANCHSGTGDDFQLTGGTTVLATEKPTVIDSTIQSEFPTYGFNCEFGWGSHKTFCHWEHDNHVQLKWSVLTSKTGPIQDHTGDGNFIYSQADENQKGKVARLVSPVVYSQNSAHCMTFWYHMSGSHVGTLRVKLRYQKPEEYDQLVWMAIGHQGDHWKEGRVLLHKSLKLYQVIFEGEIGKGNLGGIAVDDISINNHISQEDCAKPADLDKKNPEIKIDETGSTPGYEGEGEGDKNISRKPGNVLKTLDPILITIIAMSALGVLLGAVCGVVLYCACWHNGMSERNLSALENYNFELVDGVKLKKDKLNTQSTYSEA
Rpn11 block – blocks the human proteasome subunit Rpn11; O00487; human 26S proteasome, Ub4-pepOG fluorescence polarization; 20S core pre-blocked with epoxomicin; calls only at 20 µM; 360,000 compounds, 0.59% hits; AID 588493;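 active means inhibition at 20 µM, scaled to each plate's controls, above about 33%, limit read from the data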
SUMO1-SIM PPI – SUMO1-SIM interaction modulation; P63165; inhibition, % at 20 µM; SUMO1 binding to a labelled peptide, TR-FRET, 1 h; 360,000 compounds, 0.33% hits; in the data active means inhibition above about 37%
LMPTP block – blocks human LMPTP phosphatase. inhibition, % at 20 µM. 360,000 compounds, 0.22% hits. recombinant LMPTP-A, OMFP fluorogenic substrate, fluorescence intensity. AID 651560;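 active means compounds that cut the enzyme signal by at least half of the control window in the single-dose screen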;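 further: plate controls were DMSO wells with enzyme plus substrate for no effect and substrate without enzyme for full effect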
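test system = LMPTP-A | amount = 0.625 nM LMPTP-A final | reagent = fluorogenic phosphatase substrate OMFP at 400 µM final | incubation = 50 min at room temperature | benchmarks = no-enzyme low control, uninhibited high control | medium = Bis-Tris pH 6.0, DTT, detergent | signal = fluorescence intensity of OMFP turnover product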
MT1-MMP act inh – MT1-MMP (human) activation inhibition; P50281; HT1080 RFP-PRO-GFP cells, GFP/RFP ratio fluorescence, overnight; percent of plate control window, DMSO zero; GFP/RFP ratio change, % at 20 µM; 360,000 compounds, 0.061% hits;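 active means GFP/RFP ratio change of at least 30% with cell ATP level not reduced by more than half and red fluorescence within 50% of control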; further: strong numbers were not always called active
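Assay system: HT1080 RFP-PRO-GFP cells. Benchmarks: DMSO vehicle wells and RFP-L50D-GFP reporter cell wells. Times: overnight cell settling, then overnight compound exposure, 37 °C, 5% CO2. Compound: 20 µM single dose, 1% DMSO. Read-out basis: GFP/RFP fluorescence ratio.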
SKN-1 block – inhibitors of C. elegans SKN-1. C. elegans VP596 Pgst-4::GFP/RFP ratio, acrylamide-induced, 24 h. inhibition, % at 21.8 µM. 360,000 compounds, 0.49% hits;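 active means interference check ratio from 0.5 to 1.5 plus GFP to RFP signal ratio inhibition reaching or exceeding a fixed threshold, cut at about 30% in these data, passing the limit was not always enough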; further: some compounds called inactive have numbers as strong as hits
Scp-1 inhibitor – Scp-1 (human) phosphatase inhibition. Q9GZU7. Recombinant Scp1, phosphopeptide, malachite green phosphate absorbance. inhibition, % at 20 µM. 340,000 compounds, 0.88% hits. AID 493091;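 active means inhibition above about 50% at 20 µM, limit read from the data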;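 further: plate controls were DMSO wells with enzyme for no effect and wells lacking enzyme for full effect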
Target sequence (Q9GZU7 76-261 limits assumed): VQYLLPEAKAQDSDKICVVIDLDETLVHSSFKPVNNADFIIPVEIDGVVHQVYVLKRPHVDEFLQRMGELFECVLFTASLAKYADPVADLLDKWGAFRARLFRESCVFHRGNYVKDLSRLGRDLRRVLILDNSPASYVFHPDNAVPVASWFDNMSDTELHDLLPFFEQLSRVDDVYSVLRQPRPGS
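Assay system: SCP-1 catalytic fragment, aa 76-261 | Buffer or medium: Tris acetate buffer pH 5.5 with MgCl2 and Tween-20 | Compound: One concentration, 20 µM, with 1.0% DMSO | Also added: Phospho 17-mer peptide substrate | Signal: Absorbance at 630 nm | Incubation: 45 min enzyme reaction at room temperature | Measure: % inhibition of SCP-1 phosphate liberation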
NadD inh – NadD (S. aureus) enzyme inhibition; 360,000 compounds, 0.78% hits; purified NadD enzyme, colorimetric absorbance read-out; AID 602399; inhibition, % at 20 µM; in the data active means inhibition above about 26%; further: some compounds past the cut are filed as inactive
Numbers without * were called inactive. An unsorted share of the library; about 3.9% have a hit in one of these screens.

CN(C)CCNC(=O)c1cccc(-c2cnc3c(NC=O)cc(-c4ccccc4F)cn23)c1 was read as DNMT1 inh -4, STEP inh 2, NRP1-CendR mod -9, Rpn11 block inactive, SUMO1-SIM PPI 9, LMPTP block -2.7, MT1-MMP act inh 1, SKN-1 block -1 and NadD inh -2.
`COc1ccc(-c2cn(Cc3ccc4c(c3)C(=O)c3ccccc3C4=O)nn2)cc1` gave DNMT1 inh 28, STEP inh 1, NRP1-CendR mod 2, Rpn11 block inactive, SUMO1-SIM PPI -9, LMPTP block 1.2, MT1-MMP act inh 3, SKN-1 block -9, Scp-1 inhibitor 0 and NadD inh -4.
`COc1ccc(C(C(=O)Nc2ccc(C(C)C)cc2)N(C)C(=O)CNC(C)=O)cc1` (stereo not given) gave DNMT1 inh -4, STEP inh 0, NRP1-CendR mod -2, Rpn11 block inactive, SUMO1-SIM PPI 0, LMPTP block -0.6, MT1-MMP act inh 3, SKN-1 block -7, Scp-1 inhibitor -1 and NadD inh 5.
For C/C(N)=N\S(=O)(=O)c1ccc(Cl)cc1 the results were DNMT1 inh 3, STEP inh 0, NRP1-CendR mod 2, Rpn11 block inactive, SUMO1-SIM PPI 0, LMPTP block 1.0, MT1-MMP act inh 5, SKN-1 block 18, Scp-1 inhibitor 0 and NadD inh 5.
CC(C)NC(=O)CC(=O)N/N=C/c1ccc(F)cc1 was read as DNMT1 inh 2, STEP inh 0, NRP1-CendR mod -16, Rpn11 block inactive, SUMO1-SIM PPI -1, LMPTP block -0.8, MT1-MMP act inh -5, SKN-1 block 10, Scp-1 inhibitor -11 and NadD inh -4.
Screening CC(CCc1ccco1)NC(=O)Cn1ncc2c1-c1ccccc1OC2 (stereo not given) returned DNMT1 inh -6, STEP inh 1, NRP1-CendR mod -7, Rpn11 block inactive, SUMO1-SIM PPI 10, LMPTP block -0.7, MT1-MMP act inh 1, SKN-1 block -25, Scp-1 inhibitor 0 and NadD inh -3.
C/C=C(\C)C(=O)O[C@H](c1cc2ccc(=O)oc2cc1OC)[C@@H](O)C(C)(C)O was read as DNMT1 inh 0, STEP inh 0, NRP1-CendR mod 2, Rpn11 block inactive, SUMO1-SIM PPI 3, LMPTP block -1.6, MT1-MMP act inh -1, SKN-1 block -9, Scp-1 inhibitor -2 and NadD inh -3.
CCOC(=O)CSc1nc(C)cc(C)n1 was read as DNMT1 inh 2, STEP inh 3, NRP1-CendR mod 5, Rpn11 block inactive, SUMO1-SIM PPI 1, LMPTP block -1.2, MT1-MMP act inh 1, SKN-1 block 4, Scp-1 inhibitor -10 and NadD inh -3.
For COC(=O)c1c(NC(=O)CN2C(=O)NC3(CCc4ccccc4C3)C2=O)sc2c1CCCCC2 (stereo not given) the results were DNMT1 inh -2, STEP inh 0, NRP1-CendR mod 5, Rpn11 block inactive, SUMO1-SIM PPI -2, LMPTP block -0.3, MT1-MMP act inh 1, SKN-1 block 1, Scp-1 inhibitor -5 and NadD inh 18.
For COc1ccc(S(=O)(=O)N2CCOCC2)cc1NC(=O)CCc1cc(OC)c(OC)c(OC)c1 the results were DNMT1 inh 0, STEP inh 0, NRP1-CendR mod -1, Rpn11 block inactive, SUMO1-SIM PPI 4, LMPTP block 0.2, MT1-MMP act inh -3, SKN-1 block 1, Scp-1 inhibitor -6 and NadD inh 0.

Quoted at random: two compounds from above
For COc1ccc(S(=O)(=O)N2CCOCC2)cc1NC(=O)CCc1cc(OC)c(OC)c(OC)c1 the results were DNMT1 inh 0, STEP inh 0, NRP1-CendR mod -1, Rpn11 block inactive, SUMO1-SIM PPI 4, LMPTP block 0.2, MT1-MMP act inh -3, SKN-1 block 1, Scp-1 inhibitor -6 and NadD inh 0.
`COc1ccc(-c2cn(Cc3ccc4c(c3)C(=O)c3ccccc3C4=O)nn2)cc1` gave DNMT1 inh 28, STEP inh 1, NRP1-CendR mod 2, Rpn11 block inactive, SUMO1-SIM PPI -9, LMPTP block 1.2, MT1-MMP act inh 3, SKN-1 block -9, Scp-1 inhibitor 0 and NadD inh -4.

Next records
For Clc1ccccc1NN(Cc1ccncc1)c1ccccc1Cl the results were DNMT1 inh 0, STEP inh 2, NRP1-CendR mod -2, Rpn11 block inactive, SUMO1-SIM PPI 11, LMPTP block 2.8, MT1-MMP act inh 0, SKN-1 block -8 and NadD inh 3.
`Cn1c(CC2C(=O)Nc3ccc(Br)cc32)nc2ccccc2c1=O` (stereo not given) gave DNMT1 inh -17, STEP inh 3, NRP1-CendR mod 10, Rpn11 block inactive, SUMO1-SIM PPI -3, LMPTP block 0.6, MT1-MMP act inh -9, SKN-1 block 2, Scp-1 inhibitor -1 and NadD inh 9.
Screening CCOC(=O)c1ccc(NC(=O)c2nc[nH]c2C(=O)NCCCNC(=O)c2[nH]cnc2C(=O)Nc2ccc(C(=O)OCC)cc2)cc1 returned DNMT1 inh 3, STEP inh -2, NRP1-CendR mod -16, Rpn11 block inactive, SUMO1-SIM PPI 8, LMPTP block 0.5, MT1-MMP act inh -2, SKN-1 block -6, Scp-1 inhibitor -4 and NadD inh 0.
For COc1cc2c(cc1OC)CN(C(=O)COc1ccc(C#N)cc1)CC2 the results were DNMT1 inh -13, STEP inh 0, NRP1-CendR mod -12, Rpn11 block inactive, SUMO1-SIM PPI -5, LMPTP block 0.1, MT1-MMP act inh 3, SKN-1 block 1, Scp-1 inhibitor 1 and NadD inh 0.
For N=C1/C(=C\c2coc3ccccc3c2=O)C(=O)N=C2SC=CN12 the results were DNMT1 inh 2, STEP inh -2, NRP1-CendR mod 133, SUMO1-SIM PPI -45, LMPTP block 0.3, MT1-MMP act inh -84, SKN-1 block -10, Scp-1 inhibitor -9 and NadD inh 4.
Screening Clc1ccc(-n2nnnc2SCc2c(-c3ccccc3)nc3sccn23)cc1 returned DNMT1 inh -2, STEP inh 2, NRP1-CendR mod 2, Rpn11 block inactive, SUMO1-SIM PPI 3, LMPTP block 1.8, MT1-MMP act inh -4, SKN-1 block 22, Scp-1 inhibitor 15 and NadD inh 22.
Screening Cc1ccc(F)cc1C(=O)N1CCCCC1c1cc(C(=O)Nc2ccc(F)c(Cl)c2)no1 (stereo not given) returned DNMT1 inh -7, STEP inh -4, NRP1-CendR mod -1, Rpn11 block inactive, SUMO1-SIM PPI 1, LMPTP block 0.7, MT1-MMP act inh -5, SKN-1 block -2 and NadD inh -4.
CC(C)c1ccc(NS(=O)(=O)c2ccc(Cl)nc2)cc1 was read as DNMT1 inh -1, STEP inh -1, NRP1-CendR mod 9, Rpn11 block inactive, SUMO1-SIM PPI 5, LMPTP block 1.0, MT1-MMP act inh 2, SKN-1 block -1, Scp-1 inhibitor -13 and NadD inh -7.
Screening Cc1nnc(NC(=O)CN2CCN(Cc3c(Cl)cccc3Cl)CC2)s1 returned DNMT1 inh -2, STEP inh -2, NRP1-CendR mod 21, Rpn11 block inactive, SUMO1-SIM PPI 3, LMPTP block 0.3, MT1-MMP act inh -1, SKN-1 block 11, Scp-1 inhibitor -12 and NadD inh -5.
For CC(NC(C)c1ccccc1Cl)C(=O)Nc1cccc(S(=O)(=O)N2CCCCC2)c1 (stereo not given) the results were DNMT1 inh 0, STEP inh -1, NRP1-CendR mod 3, Rpn11 block inactive, SUMO1-SIM PPI -3, LMPTP block 0.2, MT1-MMP act inh 9, SKN-1 block 18, Scp-1 inhibitor 2 and NadD inh 5.
`O=C(CS(=O)CC(=O)Nc1cccnc1)Nc1ccc(F)cc1` (stereo not given) gave DNMT1 inh -1, STEP inh 1, NRP1-CendR mod 1, Rpn11 block inactive, SUMO1-SIM PPI -4, LMPTP block -0.6, MT1-MMP act inh -3, SKN-1 block 17, Scp-1 inhibitor 6 and NadD inh 5.
For CCOc1ccc(NC(=O)COC(=O)CC2CC3CCC2C3)cc1 (stereo not given) the results were DNMT1 inh 4, STEP inh 3, NRP1-CendR mod 5, Rpn11 block inactive, SUMO1-SIM PPI 5, LMPTP block 0.7, MT1-MMP act inh -3, SKN-1 block 8, Scp-1 inhibitor -7 and NadD inh -10.
For Cc1onc(-c2c(F)cccc2Cl)c1C(=O)N=C(N)N1CCCC1 the results were DNMT1 inh 3, STEP inh -3, NRP1-CendR mod -7, Rpn11 block inactive, SUMO1-SIM PPI 7, LMPTP block -0.8, MT1-MMP act inh 2, SKN-1 block -2, Scp-1 inhibitor -4 and NadD inh 2.
`CCOC(=O)c1cc(OCC)c2c(ccc3cc(OC)ccc32)n1` gave DNMT1 inh -4, STEP inh 4, NRP1-CendR mod 4, Rpn11 block inactive, SUMO1-SIM PPI 4, LMPTP block 0.8, MT1-MMP act inh 1, SKN-1 block 5 and NadD inh -7.
COc1cc2c(cc1OC)C1CC(=O)C(CC(C)C)CN1CC2 (stereo not given) was read as DNMT1 inh 1, STEP inh -1, NRP1-CendR mod 2, Rpn11 block inactive, SUMO1-SIM PPI 3, LMPTP block 3.8, MT1-MMP act inh -1, SKN-1 block 1, Scp-1 inhibitor -10 and NadD inh -1.
`O=S(=O)(c1ccc(Oc2ccc(F)c(Cl)c2)nc1)N1CCOCC1` gave DNMT1 inh -1, STEP inh -3, NRP1-CendR mod 9, Rpn11 block inactive, SUMO1-SIM PPI 5, LMPTP block 1.5, MT1-MMP act inh -1, SKN-1 block -4, Scp-1 inhibitor -3 and NadD inh -4.
`Cc1ccc2nc(CCc3nc4ccc(C)cc4[nH]3)[nH]c2c1` gave DNMT1 inh 3, STEP inh -2, NRP1-CendR mod 4, Rpn11 block inactive, SUMO1-SIM PPI 4, LMPTP block 0.6, MT1-MMP act inh 10, SKN-1 block 15, Scp-1 inhibitor -5 and NadD inh -6.
`Cc1c(NC(=O)C(C)N2C(=O)C3C4C=CC(C4)C3C2=O)c(=O)n(-c2ccccc2)n1C` (stereo not given) gave DNMT1 inh 6, STEP inh 2, NRP1-CendR mod 8, Rpn11 block inactive, SUMO1-SIM PPI 0, LMPTP block -0.6, MT1-MMP act inh -2, SKN-1 block -1, Scp-1 inhibitor -9 and NadD inh 1.
For COc1ccc(CNC(=O)c2c(O)c3cccc4c3n(c2=O)CCC4)cc1 the results were DNMT1 inh -8, STEP inh 7, NRP1-CendR mod -7, Rpn11 block inactive, SUMO1-SIM PPI 5, LMPTP block 1.3, MT1-MMP act inh 2, SKN-1 block 5, Scp-1 inhibitor -12 and NadD inh -10.
Screening Cc1[nH]c(=O)[nH]c(=O)c1S(=O)(=O)N1CCCC(C(=O)NCc2ccccc2Cl)C1 (stereo not given) returned DNMT1 inh 0, STEP inh -1, NRP1-CendR mod -18, Rpn11 block inactive, SUMO1-SIM PPI 5, LMPTP block -0.4, MT1-MMP act inh 0, SKN-1 block -1, Scp-1 inhibitor 3 and NadD inh 3.
